S100A4 MyoIIA – inhibitors of S100A4-myosin IIA peptide binding, primary screen, biochemical, fluorescence polarization, TAMRA-MyoIIA peptide. inhibition, % at 10.7 µM. 0.14% of 360,000 active. Protein S100-A4 (Homo sapiens), P26447;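 active = mean inhibition of at least 70% across replicates, with every replicate also reaching that level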
Target sequence (P26447 whole entry, looked up): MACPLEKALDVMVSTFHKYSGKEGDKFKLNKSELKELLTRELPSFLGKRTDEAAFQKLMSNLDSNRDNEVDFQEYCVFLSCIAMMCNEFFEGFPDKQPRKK
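Material: S100A4 monomer protein / Buffer or medium: 50 mM HEPES pH 7.2, 10 mM CaCl2, 100 mM KCl / Times: 5 min incubation before reading / Benchmarks: neutral control DMSO, positive control TFP / Reagent: labelled myosin peptide probe, 5 nM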
esBAF inh – Bmi1 luciferase reporter increase in mESCs, primary screen, esBAF inhibitor project, mouse ES cells, Bmi1 luciferase knock-in, single point; 24 h; 100% = twice the neutral-well signal; reporter increase, % at 12.5 µM; 2% of 350,000 active; in the data active = activation above about 40%;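 also: 0% = median of the plate's neutral control wells and 100% = double that signal; a rise in the Bmi1 reporter signal indicates esBAF inhibition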
Casp6 inh – human caspase-6 inhibitors, primary screen, biochemical, VEID-R110 fluorescence, single point, set 2. P55212. purified caspase-6, Z-VEID-R110 cleavage fluorescence. inhibition, % at 12.5 µM. 0.53% of 350,000 active;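 active = mean inhibition across replicates at least about 35%, with every replicate also reaching that limit, limit read from the data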;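 also: 0% = median of neutral control wells and 100% = no fluorescence left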
Target sequence (P55212 24-179 limits assumed): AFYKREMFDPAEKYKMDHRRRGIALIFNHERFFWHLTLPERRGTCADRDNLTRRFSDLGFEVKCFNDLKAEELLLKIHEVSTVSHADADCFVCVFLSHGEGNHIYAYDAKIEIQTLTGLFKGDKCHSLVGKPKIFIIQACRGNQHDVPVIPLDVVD
Target sequence (P55212 194-293 limits assumed): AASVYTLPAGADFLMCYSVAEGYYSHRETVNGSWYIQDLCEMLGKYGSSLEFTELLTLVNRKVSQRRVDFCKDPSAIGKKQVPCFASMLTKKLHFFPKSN
SIRT5 inh – SIRT5 desuccinylase inhibitors, primary screen, biochemical, fluorescence imaging, single point, set 5; NAD-dependent protein deacylase sirtuin-5, mitochondrial (Homo sapiens), Q9NXA8; Purified SirT5, succinyl-peptide AMC, trypsin-coupled fluorescence; 1.1% of 330,000 active; inhibition, % at 15 µM; in the data active = inhibition above about 15%
Target sequence (Q9NXA8 whole entry, looked up): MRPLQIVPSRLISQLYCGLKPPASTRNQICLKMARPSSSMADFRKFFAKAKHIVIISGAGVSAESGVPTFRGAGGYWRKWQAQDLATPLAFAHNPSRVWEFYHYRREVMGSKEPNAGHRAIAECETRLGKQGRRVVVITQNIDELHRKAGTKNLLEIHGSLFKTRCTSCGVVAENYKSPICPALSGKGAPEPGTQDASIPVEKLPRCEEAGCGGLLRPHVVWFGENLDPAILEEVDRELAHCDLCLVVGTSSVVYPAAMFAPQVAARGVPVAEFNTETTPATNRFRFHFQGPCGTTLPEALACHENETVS
C2C12 statin – suppressors of statin myotoxicity in C2C12 myotubes, primary screen, cell-based, single point, plate reader. C2C12 myotubes + simvastatin, ATP luminescence, 48 h; scaled: DMSO 0, geranylgeraniol control 100. rescue of ATP level, % at 7.49 µM. 0.78% of 330,000 active. AID 602340, 2012;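 active = mean ATP rescue above about 67%, or every replicate alone reaching that limit, limit read from the data, passing the limit was not always enough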;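 also: myotubes were challenged with 10 µM simvastatin during compound exposure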
FN deposit inh – inhibitors of fibronectin matrix deposition, primary screen, AH1F cells, Alexa488-fibronectin fluorescence, plate reader | AH1F fibroblasts, overnight | inhibition, % at 12.6 µM | 0.086% of 350,000 active;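 active = mean inhibition across replicates of 30% or more, regardless of how many single replicates reach that level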;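 also: positive control wells lacked labelled fibronectin entirely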
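Assay system: AH1F fibroblasts assembling fluorescent fibronectin matrix; Amount: 10000 AH1F cells per well; Buffer or medium: DMEM, 2% serum; Probe or stimulus: Alexa488-fibronectin, 24 nM final in well; Doses: single compound dose, delivered by pin transfer; Incubation: 1 h adhesion, overnight exposure; Measured by: fluorescence 485/525 nm; Read-out: fibronectin deposition inhibition.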
LGR2 antag – inhibitors of bursicon-induced LGR2 CRE-luciferase signal, primary screen, cell-based, HEK293, CRE-luciferase reporter, bursicon stimulation | Drosophila bursicon receptor LGR2 (rickets) | bursicon-stimulated, 4 h | inhibition, % at 9.99 µM | 0.35% of 380,000 active | AID 720647, 2013;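 active = drop in luminescence signal, shown as inhibition above about 50% in the replicate tests, limit read from the data, passing the limit was not always enough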;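 also: agonist challenge used bursicon conditioned medium at about half maximal strength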
An asterisk follows results filed as active; · = no result given; & = joins results of further samples.

entry	SMILES	S100A4 MyoIIA	esBAF inh	Casp6 inh	SIRT5 inh	C2C12 statin	FN deposit inh	LGR2 antag
1	CCCS(=O)(=O)NC(=O)C1(C)CCCN(C(=O)c2nc3ccccc3s2)C1 (stereo not given)	5	5	-2	-1	3	-4	1
2	COc1ccc(Cl)cc1NC(=O)COc1ccc(S(=O)(=O)N2CCOCC2)cc1C	-1	-4	2	-2	-25	11	10
3	CCOC(=O)C1(C)CCN1C(=O)c1cccc2ccccc12 (stereo not given)	-2	-1	-1	·	3	-8	13
4	CC(=O)c1ccc(C(=O)N2CCCC(Nc3ccc(C(C)C)cc3)C2)s1 (stereo not given)	7	-10	·	0	-11	8	26
5	O=C(c1ccccn1)N1CC(=O)N2[C@@H](CO)[C@H](c3ccc(C#CCc4ccccc4)cc3)[C@@H]2C1	0	·	-3	-6	·	·	4
6	COc1cccc(C(=O)C2CCCN(Cc3cccn3-c3ccccn3)C2)c1 (stereo not given)	-6	·	-1	-2	·	0	25
7	CC1(C)OC2C(CO)OC(n3cnc4c(=S)nc[nH]c43)C2O1 (stereo not given)	-4	-17	2	5	0	6	-3
8	COc1ccccc1OCCNC(=O)C1CCN(C(C)=O)CC1	1	-6	2	-23	12	-9	12
9	CCOP(=O)(OCC)C(Nc1ccccc1)c1cccnc1 (stereo not given)	-3	2	-4	-4	-4	-6	5
10	O=C(CCl)Nc1cccc(Oc2ccccc2)c1	-7	8	1	-3	-1	-10	5
11	Cc1ccc(-c2sc(C(=O)NN)c(C)c2C#N)cc1	15	-7	5	0	29	13	-7
12	C[C@H]1CN([C@@H](C)CO)C(=O)c2cccc(NC(=O)C3CC3)c2O[C@@H]1CN(C)Cc1ccncc1	-4	1	1	3	-11	·	-10
13	C[C@H](CO)N1C[C@H](C)[C@H](CN(C)C(=O)c2cccnc2)Oc2ncc(C3=CCCCC3)cc2C1=O	2	6	-1	-21	5	·	14
14	COc1cccc(CNC(=O)C[C@H]2CC[C@H](NC(=O)C3CCOCC3)[C@@H](CO)O2)c1	15	0	1	-4	0	-5	15
15	COc1cccc(NC(=O)N2CC(=O)N3[C@H](C2)[C@H](c2ccc(C4=CCCC4)cc2)[C@@H]3CO)c1	-5	·	4	0	·	5	6

Next results follow:
entry	SMILES	S100A4 MyoIIA	esBAF inh	Casp6 inh	SIRT5 inh	C2C12 statin	FN deposit inh	LGR2 antag
16	COC(=O)[C@@]12C[C@@H](CC(=O)NCc3cccc(C(F)(F)F)c3)C(=O)N(Cc3ccccc3)C1=CCC(C)(C)C2	10	·	-2	·	·	0	15
17	CC1CCCCN1CCNC(=O)c1ccc2c(c1)N(Cc1cccc(Cl)c1)C(=O)c1ccccc1S2(=O)=O (stereo not given)	-1	-4	-2	-9	-48	12	22
18	O=C(CSc1nc(=O)n2ccccc2n1)N1CCCc2ccccc21	-8	5	1	-9	-3	0	8
19	CC1CCCCN1C(=O)CN1CCC(c2nc3ccc(Cl)cc3[nH]2)CC1 (stereo not given)	2	-4	-4	4	-15	1	-7
20	O=C(C1CCCCC1)N1CC2(C1)[C@@H](c1ccccc1)[C@@H](CO)N2Cc1nccs1	2	·	-1	4	·	0	15
21	CC1=C(CCN2CCN(C3CCCC3)C(CCO)C2)C(C)(C)CCC1 (stereo not given)	6	1	-1	13	6	-11	10
22	COc1ccc2sc(-c3ccc(N(C)C)cc3)c(C#CCO)c2c1	3	7	-3	0	0	1	-68
23	CCCn1c(-c2ccc(F)cc2)n[nH]c1=S	·	-4	·	·	-6	2	·
24	COc1cccc(CNC(=O)C[C@H]2CC[C@@H](NC(=O)C3CC3)[C@H](CO)O2)c1	3	-2	-2	1	-1	0	1
25	COc1ccc(OC)c(CNc2ccc([N+](=O)[O-])cc2C)c1	-1	·	-4	0	·	·	-3
26	COc1ccc(C2C(C(=O)c3ccccc3)=C(C)Nc3nc4ccccc4n32)c(OC)c1 (stereo not given)	-2	-20	6	0	31	-11	·
27	N#Cc1ccc(-c2ccc([C@H]3[C@@H](CO)N4C(=O)CNC[C@H]34)cc2)cc1	9	·	-2	0	·	3	-2
28	CC(C)[C@H](NC(=O)N1CCn2c1nc1ccccc12)C(=O)N[C@H](C(=O)O)c1ccccc1	-6	-11	-1	·	0	·	0
29	Cc1ccc(CNC(=O)CC[C@H]2O[C@@H](n3cc(C)c(=O)[nH]c3=O)C[C@@H]2O)o1	25	-5	2	-2	7	3	-10
30	COc1ccc(NC(=O)CCc2ccccc2)cc1S(=O)(=O)N1CCCCC1	3	6	1	-3	5	2	16

An excerpt from above in order of count of non-hydrogen atoms, lowest first:
entry	SMILES	S100A4 MyoIIA	esBAF inh	Casp6 inh	SIRT5 inh	C2C12 statin	FN deposit inh	LGR2 antag
25	COc1ccc(OC)c(CNc2ccc([N+](=O)[O-])cc2C)c1	-1	·	-4	0	·	·	-3
22	COc1ccc2sc(-c3ccc(N(C)C)cc3)c(C#CCO)c2c1	3	7	-3	0	0	1	-68
27	N#Cc1ccc(-c2ccc([C@H]3[C@@H](CO)N4C(=O)CNC[C@H]34)cc2)cc1	9	·	-2	0	·	3	-2
20	O=C(C1CCCCC1)N1CC2(C1)[C@@H](c1ccccc1)[C@@H](CO)N2Cc1nccs1	2	·	-1	4	·	0	15

(more compounds)
entry	SMILES	S100A4 MyoIIA	esBAF inh	Casp6 inh	SIRT5 inh	C2C12 statin	FN deposit inh	LGR2 antag
31	O=C(CSc1nnc(NC(=O)c2cccc(Cl)c2)s1)NCC1CCCO1 (stereo not given)	-1	21	-4	-2	4	·	13
32	COc1ccc(C(=O)Nc2ccc3[nH]ncc3c2)cc1OC	-1	12	-2	·	-14	6	6
33	COC(=O)[C@]12CCCCC=C1N(Cc1ccc3c(c1)OCO3)C(=O)[C@H](CC(=O)NCC13CC4CC(CC(C4)C1)C3)C2	0	·	-1	-3	·	-5	30
34	COC(=O)c1sccc1NC(=O)Nc1cc(C)ccc1C	-8	-4	2	-4	13	-7	-15
35	Cc1cccc(CC2(O)C(=O)Nc3ccccc32)n1 (stereo not given)	2	·	1	-2	·	·	5
36	Cn1c(N)c(C(=O)CN2CCc3ccccc3C2)c(=O)n(C)c1=O	-4	-1	-1	·	-49	2	18
37	C[C@H]1CN([C@@H](C)CO)S(=O)(=O)c2ccc(C#Cc3ccccn3)cc2O[C@H]1CN(C)Cc1ccc(F)cc1	4&-21&29	8&0&-1	-4&0&-1	4&5	4&-15&11	0	-17&-10
38	C=C1CCN([C@@H](Cc2ccccc2)C(=O)NCc2ccc(Cl)c(Cl)c2)S(=O)(=O)c2ccccc21	1	-10	0	-1	-10	1	-3
39	C[C@H]1CN([C@@H](C)CO)C(=O)Cc2cc(NC(=O)Nc3ccc4c(c3)OCO4)ccc2O[C@@H]1CN(C)S(=O)(=O)c1ccccc1	13	-2	4	4	-29	-1	-5
40	COc1ccccc1-n1nnnc1SCC(=O)N1CCCC1=O	3	1	-2	-1	-11	0	6
41	O=C(CCN1C(=O)/C(=C/c2ccccc2F)SC1=S)NCCCN1CCOCC1	-8	-5	-6	2	4	-2	-4
42	COc1cccc(NC(=O)C(Sc2nnc(-c3ccncc3)n2-c2ccc(Cl)cc2)c2ccccc2)c1 (stereo not given)	-3	5	-6	-2	-5	10	·
43	C[C@H](CO)N1C[C@H](C)[C@H](CN(C)Cc2ccc(C(=O)Nc3ccccc3N)cc2)OCCCC[C@H](C)Oc2ccc(NC(=O)C3CCCCC3)cc2C1=O	-6	·	0	6	·	·	-34
44	CCOc1ccc2nc(SCCNS(=O)(=O)c3ccccc3)sc2c1	3	·	2	4	·	2	16
45	COC(=O)C[C@H]1C=C[C@@H](NC(=O)C2CC2)[C@@H](CO)O1	8	·	4	-1	·	2	2

Record cards (already shown). Order of screens: S100A4 MyoIIA	esBAF inh	Casp6 inh	SIRT5 inh	C2C12 statin	FN deposit inh	LGR2 antag
COC(=O)c1sccc1NC(=O)Nc1cc(C)ccc1C is listed as -8	-4	2	-4	13	-7	-15
C[C@H]1CN([C@@H](C)CO)C(=O)Cc2cc(NC(=O)Nc3ccc4c(c3)OCO4)ccc2O[C@@H]1CN(C)S(=O)(=O)c1ccccc1 is listed as 13	-2	4	4	-29	-1	-5

More compounds.
entry	SMILES	S100A4 MyoIIA	esBAF inh	Casp6 inh	SIRT5 inh	C2C12 statin	FN deposit inh	LGR2 antag
46	CC(C)NC(=O)Nc1ccc2c(c1)C(=O)N([C@H](C)CO)C[C@H](C)[C@H](CN(C)Cc1ccc(C(F)(F)F)cc1)OCCCC[C@H](C)O2	-2	-4	0	6	·	5	-2
47	O=C(NCc1nnc(SCC(=O)N2CCCC2)o1)c1ccccc1F	·	2	·	·	8	0	·
48	COc1ccccc1NC(=O)C1(C)Cc2ccccc2C(=O)O1 (stereo not given)	11	13	0	11	5	6	·
49	O=C(COC(=O)c1cc[n+]([O-])cc1)Nc1ccc([N+](=O)[O-])cc1C(F)(F)F	-3	·	6	-1	-11	-6	-1
50	COc1cc(CCc2ccccc2)c(C(=O)O)c(O)c1C/C=C(/C)CCC=C(C)C	-1	-3	3	32*	-2	-6	2
51	Cc1cc(/C=C2/C(=N)N3C(c4ccccc4)=CSC3=NC2=O)c(C)n1-c1ccc(Cl)cc1	0	·	0	-3	·	7	2
52	CC(C)CC(OC(=O)c1ccco1)C(=O)NCC1CCCO1 (stereo not given)	·	-2	·	·	8	6	·
53	C[C@@H]1CN([C@@H](C)CO)S(=O)(=O)c2ccc(C#CC3CC3)cc2O[C@@H]1CN(C)C(=O)CN(C)C	-15	6	-2	3	1	·	-2
54	Fc1ccc2nc(Nc3nc4c(F)cc(F)cc4s3)sc2c1	-9	·	1	-16	·	4	-18
55	COc1cccc(CC2(CO)CCN(Cc3cccn3-c3cccnc3)CC2)c1	-5	-1	-1	-6	-6	4	·
56	CCOc1cccc(C(=O)Nc2ccc(NC(=O)c3cc4ccccc4o3)c(OC)c2)c1	4	-3	-4	2	-43	-3	-4
57	CC(C)Oc1cccc(-c2nnc(SCC(=O)Nc3ccc4c(c3)OCCO4)n2N)c1	·	-3	·	·	4	2	·
58	Cc1cc(C(=O)NCc2cccs2)n(-c2ccccc2)n1	-3	-7	4	·	2	5	-12
59	CC(=O)N1CCc2cc(S(=O)(=O)NC3CCCCC3)ccc21	0	6	-3	-7	0	-1	4
60	O=C(C[C@@H]1CC[C@@H]2[C@H](COC[C@H](O)CN2S(=O)(=O)c2ccccc2Cl)O1)NCc1ccccc1Cl	0	3	0	1	-23	2	-6
61	COc1ccc(-c2ccc([C@H]3[C@@H]4C=CCC[C@@]4(C)C(=O)N3Cc3ccccc3)c(F)c2)cc1OC	-2	-7	-5	·	28	5	8
62	C[C@@H]1CN([C@H](C)CO)S(=O)(=O)c2ccc(C#CCC3CCCC3)cc2O[C@@H]1CN(C)C(=O)c1ccccn1	6	7	-4	2	-2	9	11
63	COCc1c(C(=O)N/N=C(/C)c2cccs2)nnn1-c1nonc1N	0	-1	0	-5	2	12	-20

The list is partial; the hit share may differ from the screen's.
